HIV RNase H inh = HIV-1 RT RNase H inhibitors, primary screen, biochemical, fluorescence; inhibition, % at 10 µM; RT-RNase H RNA/DNA duplex cleavage; hit rate 1.9% among 65,000; Gag-Pol polyprotein (Human immunodeficiency virus type 1 group M subtype B (isolate …; AID 565, 2006; in the data active = inhibition above about 50%
RmlCD inh mix = RmlC and RmlD coupled enzyme inhibitors, primary screen, biochemical, 384-well, compound mixtures, retest | inhibition, % at 5.5 µM | RmlC/RmlD coupled enzyme inhibition, 384-well mixture HTS | hit rate 0.39% among 110,000; in the data active = inhibition above about 30%, passing the limit was not always enough; inconclusive = no clear call, values can overlap the other calls; note: strong numbers were not always called active
The depositor's hits bear a star; ? = inconclusive; . = no result given. These rows are one share of the data; the hit share may differ from the screen's.

Start of the listing, in advance:
SMILES	HIV RNase H inh	RmlCD inh mix
CCOc1ccc(S(=O)(=O)NCCC(=O)NCc2ccco2)cc1	.	-8
CCOc1nc(C)ccc1-c1noc(C)n1	-5	-13
CC(=O)Nc1nnc(SCc2ccc(F)cc2)s1	.	2
Cc1ccc(N2CC(C(=O)Nc3ccccc3C(=O)NC3CCCCC3)CC2=O)cc1C (centres undefined)	.	2
COc1cc(C2NC(=O)NC(O)(C(F)(F)F)C2C(C)=O)cc(OC)c1OC (centres undefined)	-4	.
COc1ccc(-c2nnc(SC)n2C)cc1	-12	-10
CCc1cc(C(=O)Cc2ccc(F)cc2)c(O)cc1O	-28	.
COC(=O)COc1cccc2c(=O)n(CC(=O)NCCc3ccc(OC)c(OC)c3)ccc12	.	10
COc1ccc(C2=NCC(=O)N(CC(=O)NCc3ccco3)c3sc4c(c32)CCCC4)cc1OC	-3	-3
CC(C)C[C@H](NC(=O)c1nc[nH]c1C(=O)N1CCc2ccccc2C1)C(=O)OC(C)(C)C	.	10
CC(=O)N1CCN(C(=S)c2ccc(-c3ccc(Cl)cc3)o2)CC1	.	15
CCC(=O)NC1=C(C#N)C2(CCCC2)Cc2ccccc21	-5	-12
O=C(CSc1nc(C2CC2)nc2sc3c(c12)CCCC3)NCc1ccco1	18	6
COc1ccc(-c2oc(NC(=O)c3ccc(C)cc3)c(C#N)c2-c2ccc(OC)cc2)cc1	.	-10
O=C(Cn1c(NCCO)nc2ccccc21)c1cccs1	-1	-7

All compounds of this part, repeating the preview:
SMILES	HIV RNase H inh	RmlCD inh mix
CCOc1ccc(S(=O)(=O)NCCC(=O)NCc2ccco2)cc1	.	-8
CCOc1nc(C)ccc1-c1noc(C)n1	-5	-13
CC(=O)Nc1nnc(SCc2ccc(F)cc2)s1	.	2
Cc1ccc(N2CC(C(=O)Nc3ccccc3C(=O)NC3CCCCC3)CC2=O)cc1C (centres undefined)	.	2
COc1cc(C2NC(=O)NC(O)(C(F)(F)F)C2C(C)=O)cc(OC)c1OC (centres undefined)	-4	.
COc1ccc(-c2nnc(SC)n2C)cc1	-12	-10
CCc1cc(C(=O)Cc2ccc(F)cc2)c(O)cc1O	-28	.
COC(=O)COc1cccc2c(=O)n(CC(=O)NCCc3ccc(OC)c(OC)c3)ccc12	.	10
COc1ccc(C2=NCC(=O)N(CC(=O)NCc3ccco3)c3sc4c(c32)CCCC4)cc1OC	-3	-3
CC(C)C[C@H](NC(=O)c1nc[nH]c1C(=O)N1CCc2ccccc2C1)C(=O)OC(C)(C)C	.	10
CC(=O)N1CCN(C(=S)c2ccc(-c3ccc(Cl)cc3)o2)CC1	.	15
CCC(=O)NC1=C(C#N)C2(CCCC2)Cc2ccccc21	-5	-12
O=C(CSc1nc(C2CC2)nc2sc3c(c12)CCCC3)NCc1ccco1	18	6
COc1ccc(-c2oc(NC(=O)c3ccc(C)cc3)c(C#N)c2-c2ccc(OC)cc2)cc1	.	-10
O=C(Cn1c(NCCO)nc2ccccc21)c1cccs1	-1	-7
CCCCNC(=O)CSc1nc2cc(OC)c(OC)cc2c(=O)n1Cc1ccc(OC)cc1	.	4
CCO[C@@H]1OC(C(=O)O)=C[C@H](c2ccc3c(c2)OCO3)[C@H]1CCCO	.	-7
Cc1ccc(S(=O)(=O)N2CCN(c3nc(C)nc4sc5c(c34)CCC(C)C5)CC2)cc1 (centres undefined)	.	-4
COc1ccccc1NC(=O)C(Cc1ccc(Cl)cc1)c1nn[nH]n1 (centres undefined)	11	-4
Nc1c(C(=O)NCCN2CCOCC2)c2nc3ccccc3nc2n1-c1ccccc1	-17	27
O=S(=O)(NCCc1ccccc1)c1ccc(S(=O)(=O)N2CCCCC2)cc1	0	-6
O=C(Cc1cccs1)NNC(=S)NCc1ccc(Cl)cc1	.	1
Cc1cnn(C(=O)c2ccccc2Br)c1	-13	-12
Cc1sc(Nc2ccc([N+](=O)[O-])cc2)nc1-c1c(C)n(C)n(-c2ccccc2)c1=O	.	-7
COc1ccc(S(=O)(=O)N2CCCC(C(=O)N3CCN(C)CC3)C2)cc1C (centres undefined)	-6	-9
More entries follow.
SMILES	HIV RNase H inh	RmlCD inh mix
CC1=C(C(=O)Nc2ccccc2)C(c2ccncc2)C(C#N)=C(SCC(=O)Nc2ccccc2)N1 (centres undefined)	.	-4
COc1ccc(OC)c(C(C)NC=O)c1 (centres undefined)	-8	3
Cc1ccccc1C(=O)OCCCN=C1NS(=O)(=O)c2ccccc21	.	-14
O=C(Nc1ccccc1C(F)(F)F)c1cc(-c2ccccc2O)on1	-11	?
CN1CCN(CC(=O)n2c3c(c4ccccc42)CCCC3)CC1	1	12
Cc1nnc(SCC(=O)Nc2ccc(Oc3ccccc3)cc2)n1N	0	-11
CCOc1ccc(-n2c(O)c(C=Nc3ccc(N4CCOCC4)cc3)c(=O)[nH]c2=O)cc1	7	.
CC1(C)C(c2ccccn2)=[N+]([O-])C(C)(C)N1O	-9	3
CCn1c2ccccc2c2cc(/C=N/NC(=O)c3ccccc3)ccc21	.	-24
COc1ccc(-n2c(C)nc3cc(C(=O)O)ccc32)cc1	.	-4
COc1cc(/C=C2/SC(=O)N(Cc3ccccc3Cl)C2=O)ccc1OCc1ccncc1	.	-7
NC(CO)c1cn([C@@H](CCC(=O)O)C(=O)N2CCNCC2)nn1 (some centres undefined)	.	3
CC(=O)Nc1ccc2nc(C3CCCCC3)[nH]c2c1	-22	-12
Cc1ccc(-n2ncc3c(NCCCOC(C)C)ncnc32)c(C)c1	-2	-8
O=S(=O)(NCc1ccco1)c1ccccc1Br	.	-2
CCn1cc(C(=O)NCc2ccco2)c(=O)c2cc(S(=O)(=O)N3CCc4ccccc4C3)ccc21	65*	0
C#CCNC(=O)C1=C[C@H](c2csc3ccccc23)[C@@H](CCCO)[C@H](OCC)O1	.	-11
Cc1n[nH]c(C)c1C(=O)CC1(O)C(=O)N(CCc2ccccc2)c2ccc(Br)cc21 (centres undefined)	.	-50
O=C(CCN1CCCCC1c1cccnc1)NCc1ccccc1 (centres undefined)	-5	-7
CCOc1ccccc1-c1n[nH]c(=S)o1	.	4
O=C(Oc1ccccc1)c1ccc(-n2cnnn2)cc1	-1	95
CCc1nc(SCC(=O)N2CCc3cc(OC)c(OC)cc3C2)c(C#N)cc1C	.	-10
Cc1cc(NC(=O)CCC(=O)N(CCC(C)C)CC(=O)NCC2CCCO2)no1 (centres undefined)	-3	6
C=CCn1c(SCc2ccc(OC)cc2)nnc1-c1cccnc1	-5	4
COc1ccc2nc(N3CCCC(C(=O)NCCCN4CCN(C)CC4)C3)sc2c1 (centres undefined)	-7	-4
Additional records follow:
SMILES	HIV RNase H inh	RmlCD inh mix
CCCCCNC(=O)C(C#N)c1nc2ccccc2nc1N1CCCC1 (centres undefined)	19	.
CCCc1cc(=O)[nH]c(SCC(=O)Nc2cc3c(cc2C(C)=O)OCO3)n1	-37	0
NC1=NC[C@H](c2ccccc2)N1CCc1cccc(F)c1	.	6
Cc1nn(CC(=O)NCCc2ccc(Cl)cc2)c(C)c1[N+](=O)[O-]	.	-5
O=c1cc(-c2ccccc2)nc2nc(CCc3ccccc3)[nH]n12	3	-17
N#C/C(=C\c1cn[nH]c1-c1ccccc1)C(=O)NC1CCCCCC1	.	5
CCN(CCNS(=O)(=O)c1ccc2c(c1)oc(=O)n2C)c1ccccc1	-8	-12
CC(NC(=O)c1ccco1)C(=O)OCc1cccc(Cl)c1 (centres undefined)	-22	-14
COC(=O)c1c(NC(=O)CSc2nnnn2-c2ccc3c(c2)OCO3)sc(C)c1C	5	-4
Cc1cc(N(C)C)cc(C)[n+]1[O-]	-1	-11
CC(=O)Nc1cc(NC(=O)CCCC(=O)O)ccc1Cl	1	-6
O=C(c1c(F)cccc1F)N(Cc1ccccn1)C1CC1	.	2
O=C(O)C1CCCCC1C(=O)NCCc1c[nH]c2ccccc12 (centres undefined)	-9	6
CC(C)CCOc1cccc(OCC(=O)N(C)C2CCS(=O)(=O)C2)c1 (centres undefined)	-2	-13
Cc1ccc2c(c1)N1C(=O)c3ccccc3C1C1=C(CC(C)(C)CC1=O)N2 (centres undefined)	.	-7
CNC(=O)c1cc(S(=O)(=O)N(C)C)ccc1Cl	-4	-3
CC(Oc1ccccc1)C(=O)N1CCC2(CC1)Oc1ccc(Cl)cc1C(=O)C21CC(c2ccccc2)=NO1 (centres undefined)	.	3
COC(=O)c1ccc(OCCOc2ccccc2)cc1	.	-23
CC(=O)c1ccc(N2CCN(C(=O)C3(S(=O)(=O)c4ccc(Cl)cc4)CC3)CC2)cc1	-8	-14
C/C(=C/CCC(C)C1CCC2(C)C3CCC4C(C)(C)C(=O)CCC4(C)C3=CCC12C)C(=O)O (centres undefined)	.	-8
O=C1NCC(COCc2ccccc2)O1 (centres undefined)	0	14
O=C(Nc1ccccc1Cl)NC1(C(=O)N2CCCCC2)CCCCC1	.	10
Cn1c(=O)c2c(n(Cc3ccccc3)c1=O)NC(=O)C2CC(=O)NCc1cccc(Cl)c1 (centres undefined)	.	0
COCCn1c(C)cc(C(=O)CSc2n[nH]c(N)n2)c1C	-10	-10
CCOC(=O)c1c(NS(=O)(=O)c2ccc(Br)cc2)sc2c1CCC2	.	-16
Remaining list, next part:
SMILES	HIV RNase H inh	RmlCD inh mix
CCN(CC)CCCC1(CN)OCCc2ccccc21 (centres undefined)	-7	-6
CCCNc1cc(C)c(C#N)c2nc3ccccc3n12	.	55
O=C(NNS(=O)(=O)c1ccc(Br)cc1)c1ccncc1	.	10
COn1c(SCC(=O)N(C)C)nc2ccccc2c1=O	-3	1
C/C(=N\OC(=O)NC(C)C)c1sc(-c2ccc(Cl)cc2)nc1C	.	6
Cc1cc2ncn(-c3ncnc4sc5c(c34)CCCC5)c2cc1C	.	-13
c1ccc(-c2ccccn2)nc1	0	-13
CCOc1nc2ccccc2nc1C	.	17
CCOC(=O)C(C(=O)OCC)C(Nc1cccc(Br)c1)c1ccccc1 (centres undefined)	.	5
Cc1ccc(S(=O)(=O)N2CCC(=O)N(C(COCc3cccc(Cl)c3)C(C)C)CC2)cc1 (centres undefined)	.	-6
CC1=C(C(=O)Nc2cc(C)ccc2C)C(c2cccs2)NC(=S)N1 (centres undefined)	.	1
CCOC(=O)c1ccc(NC(=O)C2CC2)cc1	-14	-10
Cc1nnc(NC(=O)COc2ccccc2)s1	.	-10
CC(C)(C)c1nnc2sc(SCC(=O)c3ccccc3)nn2c1=O	-3	1
CC(C)NC(=O)C1CCN(C(=O)c2cc3sccc3n2Cc2ccc(F)cc2)CC1	1	-17
CCn1nnnc1SCC(=O)c1cc(OC)ccc1OC	5	-10
CC1=CC(=O)C=CC1(C)C(Cl)(Cl)Cl (centres undefined)	.	5
Cc1ccc(S(=O)(=O)Nc2ccc3c(c2)ncn3C(C)(C)C)cc1	-3	-9
O=C(NC1CCCCC1)C(c1ccc(F)cc1)N(Cc1ccc2c(c1)OCO2)C(=O)c1cnsn1 (centres undefined)	.	-15
COC(=O)c1cc(Br)c(=O)n(-c2ccc(F)cc2)c1	.	-40
COc1ccc(C(=O)OCCNC(=O)c2c(Cl)nc3ccccn23)cc1	-42	-11
C=C(C)Cc1c(C)nc(-c2ccccc2)[nH]c1=O	-8	-10
CCc1ccc2c(c1)C1(SC(NC(C)=O)=NN1C(C)=O)C(=O)N2C(C)C (centres undefined)	.	-17
N#C/C(=C\C=C\c1ccccc1[N+](=O)[O-])c1nc(-c2ccc3c(c2)OCO3)cs1	.	-6
COc1ccc(Cc2nnc(SCC(=O)c3ccccc3)o2)cc1	-42	-8

Already shown: entries from further up.
SMILES	HIV RNase H inh	RmlCD inh mix
CCCNc1cc(C)c(C#N)c2nc3ccccc3n12	.	55
O=C(NNS(=O)(=O)c1ccc(Br)cc1)c1ccncc1	.	10

Additional results.
SMILES	HIV RNase H inh	RmlCD inh mix
Cn1c(N)c(C(=O)COC(=O)C2(c3ccc(Cl)cc3)CCCC2)c(=O)n(C)c1=O	.	-13
O=C1OCC2OC(O)C(O)C(O)C2OC(=O)c2cc(O)c(O)c(O)c2-c2c(O)c(O)c3oc(=O)c4c(c(O)c(O)c5oc(=O)c2c3c54)-c2c1cc(O)c(O)c2O (centres undefined)	.	35*
COCCN1Cc2cccc(C(=O)Nc3cccc(C)c3C)c2C1=O	0	-10
CC(c1ccco1)N(C(=O)COc1ccccc1[N+](=O)[O-])c1ccccn1 (centres undefined)	.	-2
COc1ccc(NC(=O)C2CC(=O)n3ncnc3N2)cc1 (centres undefined)	.	6
O=C(c1ccc(S(=O)(=O)N2CCCCCC2)cc1)N1CCN(c2ccccn2)CC1	-3	8
CN1C(=O)C2(Oc3ccccc3C3CC(c4ccccc4)=NN32)c2ccccc21 (centres undefined)	.	6
CCN(c1ccccc1)c1cc(C)nc2ncnn12	-20	?
c1cn(CCCNc2ncnc3sc4c(c23)CCC4)cn1	-10	-4
Cc1csc2nc(CNC(=O)c3cccc(C(F)(F)F)c3)cn12	1	?
CCCCC1=CC2=CC(=O)C(C)(OC(=O)CCc3ccccc3)C(=O)C2=CO1 (centres undefined)	.	2
CCC(=O)N(Cc1cc2cc(OC)ccc2[nH]c1=O)c1ccccc1C	-2	-8
CCOc1ccc(OCCOCCOc2c(Cl)cccc2Cl)cc1	.	6
CCOc1ccc(C2CC(=O)NC(SCC(=O)OC)=C2C#N)cc1 (centres undefined)	-9	-5
Cn1c(=O)c2c(nc(N3CCCCCC3)n2Cc2cccc3ccccc23)n(C)c1=O	14	.
COc1ccccc1N1CCN(C(=O)c2ccc(S(=O)(=O)N3CCCC3)cc2)CC1	-10	7
Cc1cc(C)cc(-n2nnnc2SCC(=O)N2CCOCC2)c1	.	-9
[O-]/[N+](=C\c1ccncc1)c1ccccc1	4	.
COc1ccc(S(=O)(=O)N2CCN(S(=O)(=O)c3ccc4c(c3)OCCO4)CC2)cc1	24	23
O=C1CN=C(c2ccc(Br)cc2)c2oc3ccccc3c2N1	.	4
Cn1cccc1P(=O)(c1cccn1C)c1cccn1C	-7	8
